Screening data (PubChem BioAssay)
inhibitors of VEEV – inhibitors of VEEV TC-83 cytopathic effect, confirmation, Vero cells (AID 588727) | inhibition, % at 20 µM, or IC50 in µM where a hit was titrated | Vero cells, VEEV TC-83 cytopathic effect inhibition; higher % means a stronger effect | 350,000 compounds, 0.13% hits; in the data active means a potency from the dose series; inconclusive means inhibition mostly from about 14% at the one dose, without a potency; inactive means the rest, 99 in 100 with inhibition below about 12%; further: strong numbers were not always called active
tuberculosis growth – growth inhibition of non-replicating M. tuberculosis (AID 488890) | 320,000 compounds, 0.39% hits | Mycobacterium tuberculosis non-replicating, growth inhibition; higher % means a stronger effect | inhibition, % at 25 µM; hits with a dose series show IC50 in µM; in the data active means a potency from the dose series; inconclusive means inhibition mostly from about 82% at the one dose, without a potency; inactive means the rest, 99 in 100 with inhibition below about 76%;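 further: plate controls were DMSO cells for no effect and high antibiotic wells for full effect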
M. tuberculosis HTS – M. tuberculosis growth inhibition, HTS (AID 449762) | M. tuberculosis H37Rv growth inhibition, 7H9 media; higher % means a stronger effect | 330,000 compounds, 0.59% hits | one-dose inhibition, % at 25 µM; IC50 in µM for titrated hits; in the data active means a potency from the dose series; inconclusive means inhibition above about 70% without an active follow-up result;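 further: bacterial growth assessed after seven days of incubation; strong numbers were not always called active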
H1N1 NS1A inhibition – NS1A inhibition, H1N1 influenza, cell based functional assay (AID 504329). NS1A functional cell-based assay, percent inhibition; higher % means a stronger effect. inhibition, % at 12.5 µM, or IC50 in µM where a hit was titrated. 340,000 compounds, 0.3% hits; in the data active means a potency from the dose series; inconclusive means inhibition above about 27% without an active follow-up result; further: strong numbers were not always called active
PhoP GFP inhibition – Inhibition of PhoP regulon, Salmonella typhi GFP reporter cells, confirmation, 4 h (AID 1850); Salmonella Typhi PhoP-promoter GFP reporter, fluorescence, 4 h; higher % means a stronger effect; inhibition, % at 50 µM, or IC50 in µM where a hit was titrated; 310,000 compounds, 0.33% hits; in the data active means a potency from the dose series; inconclusive means inhibition mostly from about 25% at the one dose, without a potency; inactive means the rest, 99 in 100 with inhibition below about 19%;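 further: 0% = induced wells with vehicle and 100% = uninduced wells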
inhibitors of VEEV 10K pilot screen – further read-out of inhibitors of VEEV, marked with its call; inhibition, %; measured here: 10K pilot screen inhibition
* hit, by the source's call; i = inactive; ? = inconclusive; · = not tested or not shown. The order is random; any-hit rate near 1.5%.

The opening 16 entries, ahead of the listing:
SMILES	inhibitors of VEEV	tuberculosis growth	M. tuberculosis HTS	H1N1 NS1A inhibition	PhoP GFP inhibition	others
Cc1ccc(NC(=O)Cn2c(O)c(N=NS(=O)(=O)c3ccc(C)cc3)c3ccccc32)cc1	1.4%	5%	7%	-6%	-3%
CCC1C(=O)N=C(SCC(=O)Nc2nc3ccccc3s2)NC1=O (centres undefined)	0.6%	-13%	-4%	1%	-3%
COc1ccccc1N1CCN(C(=O)c2cc3cc(C)ccc3[nH]2)CC1	3.0%	6%	2%	-1%	-4%
CCOC(=O)C1CCN(S(=O)(=O)Cc2ccc(Cl)cc2)CC1	0.1%	1%	-6%	-5%	-14%
COc1cccc(OCc2nnc(SC)n2C)c1	i	10%	-28%	2%	-7%
COCCNC(=O)c1cccc(OC2CCN(Cc3cccc(C(C)=O)c3)CC2)c1	0.0%	-4%	-4%	-9%	-3%
CC(C)N(Cc1nccn1C)C(=O)CCc1nnc(CCCc2ccccc2)o1	0.1%	-13%	-6%	-11%	-5%
Cc1ccc(C(=O)Nc2ccc(N3CCN(C)CC3)nc2)cc1	0.3%	6%	1%	-2%	13%
CC(=NCCN1CCOCC1)C1=C(O)c2ccccc2C1=O	1.8%	9%	-2%	-23%	-13%
CC(=O)c1ccc(S(=O)(=O)Nc2cccc(-c3ccc4nncn4n3)c2)cc1	1.8%	7%	-8%	-8%	-5%
Cc1nnc(SCC(=O)Nc2cccc(Cl)c2)n1CC1CCCO1 (centres undefined)	0.8%	-8%	-2%	9%	-4%
Cc1cccc(N2CCN(C(=O)C3CCN(S(=O)(=O)c4c(C)noc4C)CC3)CC2C)c1 (centres undefined)	8.1%	6%	-2%	7%	-5%
O=S(=O)(NC1CCN(S(=O)(=O)c2c(F)cccc2F)C1)c1ccc2c(c1)OCCO2 (centres undefined)	i	-3%	-14%	5%	·	inhibitors of VEEV 10K pilot screen=0.0
CC(=O)Nc1ccc(S(=O)(=O)N2CCn3cccc3C2C)cc1 (centres undefined)	3.6%	10%	-15%	-1%	·
CCOC(=O)c1cccc(NC(=O)c2ccc(N(C)C)cc2)c1	2.2%	21%	4%	6%	-1%
Cc1cccc(C)c1NC(=O)c1cc2c(=O)c3ccccc3oc2nc1C(F)(F)F	0.2%	4%	-3%	-9%	15%

All compounds of this part (from the top)
SMILES	inhibitors of VEEV	tuberculosis growth	M. tuberculosis HTS	H1N1 NS1A inhibition	PhoP GFP inhibition	others
Cc1ccc(NC(=O)Cn2c(O)c(N=NS(=O)(=O)c3ccc(C)cc3)c3ccccc32)cc1	1.4%	5%	7%	-6%	-3%
CCC1C(=O)N=C(SCC(=O)Nc2nc3ccccc3s2)NC1=O (centres undefined)	0.6%	-13%	-4%	1%	-3%
COc1ccccc1N1CCN(C(=O)c2cc3cc(C)ccc3[nH]2)CC1	3.0%	6%	2%	-1%	-4%
CCOC(=O)C1CCN(S(=O)(=O)Cc2ccc(Cl)cc2)CC1	0.1%	1%	-6%	-5%	-14%
COc1cccc(OCc2nnc(SC)n2C)c1	i	10%	-28%	2%	-7%
COCCNC(=O)c1cccc(OC2CCN(Cc3cccc(C(C)=O)c3)CC2)c1	0.0%	-4%	-4%	-9%	-3%
CC(C)N(Cc1nccn1C)C(=O)CCc1nnc(CCCc2ccccc2)o1	0.1%	-13%	-6%	-11%	-5%
Cc1ccc(C(=O)Nc2ccc(N3CCN(C)CC3)nc2)cc1	0.3%	6%	1%	-2%	13%
CC(=NCCN1CCOCC1)C1=C(O)c2ccccc2C1=O	1.8%	9%	-2%	-23%	-13%
CC(=O)c1ccc(S(=O)(=O)Nc2cccc(-c3ccc4nncn4n3)c2)cc1	1.8%	7%	-8%	-8%	-5%
Cc1nnc(SCC(=O)Nc2cccc(Cl)c2)n1CC1CCCO1 (centres undefined)	0.8%	-8%	-2%	9%	-4%
Cc1cccc(N2CCN(C(=O)C3CCN(S(=O)(=O)c4c(C)noc4C)CC3)CC2C)c1 (centres undefined)	8.1%	6%	-2%	7%	-5%
O=S(=O)(NC1CCN(S(=O)(=O)c2c(F)cccc2F)C1)c1ccc2c(c1)OCCO2 (centres undefined)	i	-3%	-14%	5%	·	inhibitors of VEEV 10K pilot screen=0.0
CC(=O)Nc1ccc(S(=O)(=O)N2CCn3cccc3C2C)cc1 (centres undefined)	3.6%	10%	-15%	-1%	·
CCOC(=O)c1cccc(NC(=O)c2ccc(N(C)C)cc2)c1	2.2%	21%	4%	6%	-1%
Cc1cccc(C)c1NC(=O)c1cc2c(=O)c3ccccc3oc2nc1C(F)(F)F	0.2%	4%	-3%	-9%	15%
COc1cc(/C=C/C(=O)Nc2ccc(S(=O)(=O)Nc3ncccn3)cc2)ccc1OCC#N	4.5%	·	·	-4%	·
COCc1nnc(SCC(=O)Nc2cccc(Cl)c2C)n1-c1ccccc1	12%	0%	-3%	-13%	-21%
O=C(Nc1ccc(O)cc1)C1CC=CCC1 (centres undefined)	i	44%	-17%	1%	2%
COc1ccc(S(=O)(=O)NCC2(N3CCOCC3)CCCCC2)cc1OC	0.8%	·	·	-1%	·
COc1ccc(CNCCC2(Cc3ccccc3)CC(C)N(C)CC2C)cc1OC (centres undefined)	i	-2%	2%	-4%	-14%
O=C(NCCc1ccccc1)C(=O)NCC1OCCN1S(=O)(=O)c1ccc2c(c1)OCCO2 (centres undefined)	7.6%	13%	-4%	-7%	2%
CCn1cc([N+](=O)[O-])c(C(=O)Nc2ccc3c(c2)OCCO3)n1	0.1%	-2%	0%	-5%	4%
Cc1cc(/C=C2\C(=O)NC(=O)N(c3ccc(Br)cc3)C2=O)c(C)n1-c1cc(C(=O)O)cc(C(=O)O)c1	0.8%	-8%	-3%	25%	0%
Nc1nc2c(nc(SCc3ccccc3Br)n2[C@@H]2O[C@H](CO)[C@@H](O)[C@H]2O)c(=O)[nH]1	i	0%	10%	-2%	7%
COC(=O)C1=C(C)N(Cc2ccccc2)C(=S)N[C@H]1c1cccc(C(F)(F)F)c1	5.8%	7%	2%	-3%	·
C=CCn1nc(-c2ccccc2)c2c(C)onc2c1=O	1.7%	15%	1%	4%	8%
CC1CCN(c2nc3c(c(=O)n(C)c(=O)n3C)n2Cc2ccccc2)CC1	8.9%	9%	24%	-2%	5%
CC1(C)CC(=O)C=C(C(=O)N2CCCC(C(=O)c3cccc(Cl)c3)C2)O1 (centres undefined)	0.2%	-1%	-4%	-5%	-1%
C/C(=N\NC(=O)c1cccnc1)c1ccccc1	0.6%	1%	-5%	-11%	-3%
CC(C)[n+]1ccn(C2=C([O-])c3ccccc3C(=O)/C2=N\S(=O)(=O)c2ccccc2)c1	6.1%	9%	-10%	1%	11%
O=C(c1ccccc1F)N1CCCc2ccccc21	i	24%	-14%	-3%	-8%
CN1CCN(c2nc3c(c(=O)[nH]c(=O)n3C)n2CCSc2nc3ccccc3s2)CC1	0.7%	-3%	-1%	-6%	-3%
S=C(NCCN1CCCCC1)Nc1ccc(Br)cc1	1.0%	19%	1%	-8%	7%
CCNc1nc(NCC)nc(N(C)/N=C/c2ccco2)n1	1.1%	8%	2%	-9%	7%
O=C(Nc1ccccc1)c1ccsc1	0.3%	-13%	-7%	-7%	0%
COCCNC(=O)C(C)N(c1ccc(Oc2ccccc2)cc1)S(C)(=O)=O (centres undefined)	1.6%	4%	3%	5%	3%
CCOC(=O)C1=C(C)N(C)C(C)=C(C(=O)OCC)C1c1cccnc1	i	15%	12%	-1%	-3%
N#CC(c1ccc(Cl)cc1)c1ccc(Cl)nn1 (centres undefined)	i	41%	-2%	-11%	-1%
O=C(CCS(=O)(=O)c1ccc(Br)cc1)NCCC1=CCCCC1	0.3%	11%	3%	2%	8%

Three compounds from above, arranged by heavy-atom count, falling.
SMILES	inhibitors of VEEV	tuberculosis growth	M. tuberculosis HTS	H1N1 NS1A inhibition	PhoP GFP inhibition	others
CC(C)[n+]1ccn(C2=C([O-])c3ccccc3C(=O)/C2=N\S(=O)(=O)c2ccccc2)c1	6.1%	9%	-10%	1%	11%
CCOC(=O)C1=C(C)N(C)C(C)=C(C(=O)OCC)C1c1cccnc1	i	15%	12%	-1%	-3%
N#CC(c1ccc(Cl)cc1)c1ccc(Cl)nn1 (centres undefined)	i	41%	-2%	-11%	-1%

Further entries
SMILES	inhibitors of VEEV	tuberculosis growth	M. tuberculosis HTS	H1N1 NS1A inhibition	PhoP GFP inhibition	others
Cc1sc(NC(=O)CCS(=O)(=O)c2ccccc2)c(C#N)c1C	1.5%	15%	18%	-8%	0%
COCCNC(=S)NN=C1CCC(c2ccccc2)CC1 (centres undefined)	i	37%	8%	8%	3%
O=c1c2ccccc2c2ccccc2c(=O)n1CC1CCCO1 (centres undefined)	9.4%	-3%	-6%	-8%	3%
CCOC(=O)C1CCN(Cc2ccccn2)CC1	·	-1%	-2%	·	1%
COc1cccc(CNC(=O)c2ccc(CS(=O)(=O)Cc3ccc(C)cc3)o2)c1	i	6%	5%	-13%	11%
O=C(Cc1ccc(NC(=O)C2CCCN(C(=O)C3CCCC3)C2)cc1)Nc1cccc(C(=O)N2CCCCC2)c1 (centres undefined)	0.7%	·	·	-9%	·
CCc1ccc(/C(C)=N/NC(=O)CNC(=O)/C=C/c2ccccc2OC)cc1	4.2%	-10%	0%	-2%	10%
O=C(NCc1ccc(F)cc1)C(c1ccccc1)c1ccccc1	i	27%	10%	-3%	-1%
O=C(CCn1cnc2ncccc2c1=O)N1CCN(c2cccc(Cl)c2)CC1	0.8%	-4%	-5%	-24%	8%
CN(c1ccccc1)S(=O)(=O)c1cccc(NC(=O)COC(=O)C2CCCCC2)c1	i	-16%	-3%	3%	4%
Cc1ccc(C)c(CSc2nnc([C@@H]3CCCN3)o2)c1	1.0%	72%	2%	-20%	0%
COc1ccc(CNC(=O)CN2C(=O)NC(c3ccccc3)(c3ccccc3)C2=O)cc1OC	4.1%	·	·	2%	·
O=P(O)(O)COc1ccccc1O	0.5%	-16%	-1%	-6%	-9%
COc1ccc(C(C(=O)NCC2CCCO2)N(C(=O)CNC(=O)c2cccs2)c2ccc(C)cc2)cc1OC (centres undefined)	1.2%	-2%	-6%	-9%	7%	inhibitors of VEEV 10K pilot screen=0.9
COC(=O)[C@@]1(Cc2ccc(OC)cc2)[C@H]2c3cc(C(=O)N(C)C)n(Cc4c(CO)[nH]cc(C)c4=O)c3C[C@H]2CN1C(=O)c1ccccc1	0.6%	12%	-1%	6%	-2%
COc1ccccc1OCCSc1nnnn1-c1ccc(C)cc1	i	·	-3%	20%	4%
COCCCNC(=O)c1ccccc1N(Cc1ccccc1)S(=O)(=O)c1ccc(OC)cc1	2.1%	-3%	-5%	2%	-7%
Cc1ccc(P(=O)(CC(=O)O)c2ccc(C)cc2)cc1	1.6%	6%	-5%	1%	-8%
CCCCn1c(O)c(N=Nc2ccccc2O)c2ccccc21	7.1%	58%	?	-12%	·
CCCN(C(=O)c1cn(-c2ccccc2)nc1-c1ccc(OC)cc1)C1CCS(=O)(=O)C1 (centres undefined)	1.2%	14%	3%	11%	-5%
CCCOc1ccc(C2C(C(=O)c3ccc(C)o3)=C(O)C(=O)N2Cc2cccnc2)cc1 (centres undefined)	·	-6%	-8%	·	-8%
CCn1c(SCC(N)=O)nc2sc3c(c2c1=O)CCCC3	1.6%	-6%	3%	-3%	-15%
O=C(c1cccc(S(=O)(=O)Nc2ccc(F)cc2)c1)N1CCOCC1	i	-1%	-5%	-7%	·
Cc1csc2c(=O)n3c(nc12)CCCCC3	i	13%	4%	4%	1%
CCOc1ccc(S(=O)(=O)Nc2ccc(C(=O)NCC(c3ccc(OC)cc3)N3CCOCC3)cc2)cc1 (centres undefined)	1.9%	40%	-11%	-3%	·
O=C(CCN1C(=O)/C(=C/c2ccccc2Cl)SC1=S)Nc1cccnc1	4.7%	-1%	7%	-1%	-8%
O=C(Nc1ccc(C2=CN(Cc3ccccc3)CCC2=O)cc1)OCc1ccccc1	1.2%	-1%	-2%	-13%	·
CC1CN(c2ccc([N+](=O)[O-])c(NCCOc3ccccc3)c2)CC(C)N1 (centres undefined)	3.9%	?	18%	-1%	2%
CCOc1ccc(NC(=O)CSc2nnnn2CC(=O)O)cc1	1.9%	3%	9%	-5%	2%
COc1ccc(NC(=O)NCc2ccccn2)cc1	i	-11%	-2%	3%	2%
COc1ccc2ccccc2c1CN1CCN(C(=O)c2ccccc2)CC1	6.4%	13%	-4%	8%	5%
CC(C)CN(C(=O)Cn1c(Cl)nc2c1c(=O)n(C)c(=O)n2C)C1CCS(=O)(=O)C1 (centres undefined)	0.2%	-19%	-4%	-13%	7%
